Screening results deposited in PubChem BioAssay by National Center for Advancing Translational Sciences (NCATS).
Giardia killer: Giardia lamblia killing; Giardia lamblia trophozoite viability; 340,000 tested, 0.15% active; activity change, % at 7.66 µM, hits read low; in the data active = activity change below about -80%; inconclusive = between about -30% and that limit;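 also: parasites exposed to compound for two days anaerobically before the ATP read; % is scaled to controls: 0 for no effect and ±100 for the full control effect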
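Viability, read as ATP luminescence: trophozoites at 100 cells/well, compound added, 48 hrs anaerobic at 37 deg C, then 15-30 min room-temperature development before reading.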
PTAP TSG101 blk: blocks PTAP/TSG101 interaction to inhibit HIV-1 budding; AID 493005; Potency, µM (doses to about 115 µM), for inactives: top-dose activity change, negative = inhibition, usual class: inhibitors; Fluorescence polarization, FITC-PTAP peptide / Tsg101 binding; 340,000 tested, under 10 active; Q99816; active = well fitted inhibition curve with a large enough effect in the main read-out, with a control signal flat, not every such curve was filed as active; inconclusive = small, poorly fitted or top-dose-only effect, or effect the other way, or a change in a side signal; inactive = no such curve, though single readings can be large or run the other way; also: potency is read from the fitted curve at half-maximal effect; % of control where 0% means no effect
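Fluorescence anisotropy tracks displacement of a FITC-tagged PTAP peptide (50 nM) from the Tsg101 binding domain (10 uM), following a 20 min room-temperature incubation at pH 7.5.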
Menin-MLL TR inh: inhibitors of human menin-MLL interaction, mutant MLL peptide | O00255 | Menin + Texas Red MLL mutant peptide, fluorescence polarization | Potency, µM (titrated, usually from 61.6 µM), for inactives: at the top dose FP activity change, negative = inhibition, actives largely listed as inhibitors | 270,000 tested, 0.23% active | AID 1768; active = well fitted inhibition curve with a large enough effect in the polarisation, with a control signal flat, not every such curve was filed as active; inconclusive = small, poorly fitted or top-dose-only effect, or effect the other way, or a change in a side signal; inactive = no such curve, though single readings can be large or run the other way; the % refers to the polarisation; also: potency is read from the fitted curve at half-maximal effect; % of control where 0% means no effect; many of its hits are not listed in these tables
B2AR arrestin: recruits beta-arrestin to the human beta2-adrenergic receptor; P07550; beta-arrestin recruitment to beta2AR, cell-based reporter; Potency, µM (titrated, usually from 46.1 µM), without a hit: top-dose activation, hits mostly activators; 330,000 tested, 0.02% active; AID 492947;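 also: potency is read from the fitted curve at half-maximal effect; 0% = DMSO controls and full agonism = EC100 isoproterenol or metaproterenol; nearly all actives have a fitted effect of over 65% in size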
Target sequence (P07550 whole entry, looked up): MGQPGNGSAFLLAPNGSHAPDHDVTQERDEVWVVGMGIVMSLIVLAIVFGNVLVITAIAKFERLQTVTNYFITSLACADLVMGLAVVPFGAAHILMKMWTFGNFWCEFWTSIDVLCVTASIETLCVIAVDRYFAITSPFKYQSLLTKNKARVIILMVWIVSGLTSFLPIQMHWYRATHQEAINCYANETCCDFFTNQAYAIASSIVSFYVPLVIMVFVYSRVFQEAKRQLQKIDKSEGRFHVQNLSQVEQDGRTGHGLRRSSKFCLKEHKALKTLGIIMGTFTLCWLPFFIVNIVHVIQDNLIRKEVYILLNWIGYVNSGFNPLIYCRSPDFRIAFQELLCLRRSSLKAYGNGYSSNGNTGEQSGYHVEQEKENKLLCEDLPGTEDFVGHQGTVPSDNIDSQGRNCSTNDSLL
a7 integrin act: integrin-mediated muscular dystrophy alleviation activation; alpha7betagal myoblasts, beta-gal FDG fluorescence, 48 h; Potency, µM (top dose mostly 38.3 µM), for the others: top-dose activation, most hits filed as activators; 350,000 tested, 0.064% active; AID 624291;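 also: potency is read from the fitted curve at half-maximal effect; 100% = response of the positive control SU9516; nearly all actives have a fitted effect of over 60% in size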
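alpha7betagal+/- myoblasts (passage 13, 250/well) treated 48 h at 37C with compounds at 1:260 dilution of DMSO stock. Lysed, then beta-galactosidase activity read as FDG fluorescence (ex 480/em 540) after 30 min, with pre-read for autofluorescence.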
GALK inh: inhibitors of human galactokinase | Purified GALK, Kinase-Glo residual ATP luminescence | 270,000 tested, 0.007% active | P51570 | Potency, µM (highest dose often 57.5 µM), without a hit: at the highest dose activity change, negative = inhibition, most hits filed as inhibitors | AID 1868; also: potency is read from the fitted curve at half-maximal effect; % is scaled to controls: 0 for no effect and ±100 for the full control effect
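Human GALK (5 nM) with 35 uM ATP and 100 uM galactose in 20 mM HEPES pH 8.0, 5 mM MgCl2, 60 mM NaCl, 1 mM DTT, 0.01% BSA. After 1 h at room temperature, leftover ATP was read by Kinase-Glo Plus luminescence.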
PKM2 act: activators of human pyruvate kinase M2 | 260,000 tested, 0.34% active | purified PKM2, Kinase-Glo ATP luminescence, activation; response scale: 0% is enzyme alone, no compound | Potency, µM (series often up to 57.5 µM), without a hit: at the highest dose activation, most hits filed as activators | P14618; also: potency is read from the fitted curve at half-maximal effect; % is scaled to controls: 0 for no effect and ±100 for the full control effect; nearly all actives have a fitted effect of over 55% in size
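hPK-M2, >95% pure; 0.1 mM ADP / 0.5 mM PEP final; imidazole pH7.2 buffer w/ 7 mM MgCl2, 50 mM KCl; 1 h RT; Kinase-Glo lum. Intermediate enzyme activity for dual inhibitor/activator qHTS.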
S-ASM inh: blocks human secretory acid sphingomyelinase; P17405; 340,000 tested, 0.006% active; AID 504937; placental ASM, HMU-PC fluorogenic substrate, 60 min; Potency, µM (highest dose often 57.5 µM), for the others: top-dose activity change, negative = inhibition, hits mostly inhibitors; also: potency is read from the fitted curve at half-maximal effect
Target sequence (P17405 47-631 limits assumed): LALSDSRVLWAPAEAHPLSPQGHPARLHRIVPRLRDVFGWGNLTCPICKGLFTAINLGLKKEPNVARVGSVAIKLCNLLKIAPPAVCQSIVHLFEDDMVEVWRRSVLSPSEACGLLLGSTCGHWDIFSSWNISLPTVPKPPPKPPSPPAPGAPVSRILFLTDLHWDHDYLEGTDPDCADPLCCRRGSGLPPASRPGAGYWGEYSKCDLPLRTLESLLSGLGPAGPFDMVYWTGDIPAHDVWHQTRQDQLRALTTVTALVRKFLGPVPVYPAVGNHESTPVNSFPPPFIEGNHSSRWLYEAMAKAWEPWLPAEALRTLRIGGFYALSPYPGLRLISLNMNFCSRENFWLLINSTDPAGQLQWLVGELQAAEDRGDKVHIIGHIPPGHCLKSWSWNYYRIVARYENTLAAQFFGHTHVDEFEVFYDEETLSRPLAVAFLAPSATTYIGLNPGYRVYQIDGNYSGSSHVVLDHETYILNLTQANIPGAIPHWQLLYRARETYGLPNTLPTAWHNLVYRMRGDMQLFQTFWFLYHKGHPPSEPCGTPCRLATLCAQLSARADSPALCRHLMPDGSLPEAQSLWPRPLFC
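Steps: dispense placental human ASM, pin compound, wait 10 min at room temperature, add HMU-PC0 substrate at 9 uM final, incubate 60 min at 37 °C, add stop solution raising pH to 10, read fluorescence.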
FBPA coupling cs: counter-screen for Giardia aldolase inhibitors: coupling enzyme system; activity change, negative = inhibition, % at 58.2 µM, hits read low; coupling enzyme system counterscreen, AmpLite Red fluorescence; 290,000 tested, 0.67% active; in the data active = activity change below about -30%; also: % is scaled to controls: 0 for no effect and ±100 for the full control effect
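Compounds tested against the coupling enzymes alone at 57.5 uM final; readout was AmpLite Red fluorescence (525/598 nm) after 20 min at RT.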
Tb PFK inh: inhibitors of T. brucei phosphofructokinase; Potency, µM (titrated, usually from 57.5 µM), inactives show at the top dose activity, negative = inhibition, usual class: inhibitors; 330,000 tested, 0.17% active; T. brucei PFK, ADP-Glo luminescence; AID 485367; O15648;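 also: potency is read from the fitted curve at half-maximal effect; 0% = uninhibited 1x PFK enzyme wells and -100% = no-enzyme wells; nearly all actives have a fitted effect of over 60% in size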
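Activity is normalized to no-enzyme wells (full inhibition) and 1.25 nM enzyme wells (no inhibition). Reaction: 0.5 mM F6P, 0.1 mM ATP, 45 min RT, ADP-Glo luminescence; concentration-response curves fitted and classed by quality.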
BCR signal inh: blocks chronic active B-cell receptor signaling. ABC-DLBCL IkBa-CBG/CBR reporter, luminescence ratio, 4 h. Potency, µM (highest dose often 46.1 µM), without a hit: at the top dose ratio change, negative = lower green/red ratio, usual class: inhibitors. 340,000 tested, 0.05% active; active = well fitted inhibition curve with a large enough effect in the signal ratio, with a control signal flat, not every such curve was filed as active; inconclusive = small, poorly fitted or top-dose-only effect, or effect the other way, or a change in a side signal; the % refers to the signal ratio;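 also: potency is read from the fitted curve at half-maximal effect; plate controls were basal doxycycline-induced cells for no effect and cells given 10 µM MG132 for full effect; MG132 reads +100%, hits lower the ratio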
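Cell line TMD8 (human ABC DLBCL), stably expressing tet-inducible CBG68-IkBa fusion and CBR; IMDM/0.5% FBS; cpd up to 46 uM; dox induction, 4 h, 37C/5% CO2; dual luminescence; green/red ratio; MG132 control.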
* marks the source's active call; other numbers are inactive results; ? = inconclusive; . = not tested or not shown; & = joins results of further samples; [ ] = remark or other dose. Unless noted, calls follow the shape of the dose curve; as a rule, active = well fitted curve in the direction sought with a large enough effect; inconclusive = small, poorly fitted or top-dose-only effect, or another doubt; inactive = no such curve, though single readings can be large; an effect the other way counts as inactive or inconclusive. The list is partial, so the mix of outcomes need not match the whole.

SMILES	Giardia killer	PTAP TSG101 blk	Menin-MLL TR inh	B2AR arrestin	a7 integrin act	GALK inh	PKM2 act	S-ASM inh	FBPA coupling cs	Tb PFK inh	BCR signal inh
CN(c1ccc(OCC(=O)OCC(=O)NCc2ccco2)cc1)S(=O)(=O)c1ccc2ccccc2c1	19	-3%	5%	-0.3%	22%	2%	2%	-1%	-1	0%	-1%
CCOc1ccc2[nH]c3c(N4CCN(c5ccccn5)CC4)ncnc3c2c1	2	-2%	22%	-0.2%	-24%	-1%	-6%	16%	-3	-3%	?
CC[C@]12c3[nH]c4ccc(Cl)cc4c3CCN1C(=O)[C@@H](CC(=O)NCCCn1ccnc1)C[C@@H]2C(=O)N1CCN(C(=O)c2ccco2)CC1	-19	-3%	.	0.5%	6%	.	.	3%	.	-2%	-2%
Cc1onc(-c2c(Cl)cccc2Cl)c1C(=O)N1CCCc2ccccc21	2	-6%	-5%	0.0%	22%	0%	-3%	-2%	1	3%	?
COc1ccc(C)cc1S(=O)(=O)Nc1ccccc1	-4	-6%	-3%	-0.2%	1%	0%	0%	3%	-5	-2%	?
O=C(Cn1nc(C(=O)O)c2ccccc2c1=O)Nc1ccc(F)cc1	-1	-2%	17%	0.3%	-5%	0%	.	-1%	1	-5%	4%
CC1(C(=O)N/N=C/c2ccc3c(c2)OCO3)CC1(Br)Br (stereo not given)	-8	-7%	.	-0.6%	0%	6%	-6%	-1%	.	-1%	?
N=c1ccn(CC(=O)c2ccc(-c3ccccc3)cc2)cc1	-10	0%	-5%	-1.1%	-77%[inhibitor]	4%	-6%	-1%	2	0%	?
COc1ccc(NC(=O)CN2CCN(c3ccccn3)CC2)cc1Cl	14	0%	-1%	-0.3%	-30%	4%	.	0%	0	-3%	-3%
C=CCn1nnnc1SCC(=O)Nc1cccc(OC)c1	-19	0%	6%	0.4%	-17%[7.66 µM]	-3%	2%	-2%	1	-6%	0%
COc1ccccc1OCCNC(=O)Nc1ccc(Br)cc1	27	0%	10%	-0.2%	9%	0%	2%	7%	1	3%	-2%
COc1ccc(S(=O)(=O)N2CCC(C(=O)OCC(=O)c3ccccc3)CC2)cc1[N+](=O)[O-]	0	-4%	44%[activator]	-2.8%	12%	0%	-1%	2%	3	3%	?
Cc1cc(C)c2cc(C)c(SCC(=O)NCc3ccco3)nc2c1	23	-9%	?	-0.2%	4%	-3%	7%	-8%	7	-6%	0%
COC(=O)c1c(C(=O)OC)c(-c2ccc(Cl)c(Cl)c2)n2c1CCC2	9	2%	-4%	0.3%	-15%	2%	1%	-6%	2	2%	7%
CC(C(=O)NCC1CCCCC1)N1CCN(S(=O)(=O)c2ccccc2F)CC1 (stereo not given)	10	-6%	-6%	0.1%	-14%	13%	2%	2%	2	2%	0%
CCOC(=O)CNc1nnc(SCC(=O)OCC)[nH]c1=O	-18	-5%	-11%	-0.3%	-9%	-2%	12%	3%	-6	-2%	-7%
Cc1ccc(NC(=O)Cc2nnc(SCC(=O)Nc3nncs3)n2C)c(C)c1	-5	-6%	8%	-0.4%	1%	-2%	3%	2%	1	0%	-3%
O=C(CN1C(=O)CSc2ccc(S(=O)(=O)N3CCCCC3)cc21)NCc1ccccc1Cl	9	-2%	.	-0.4%	-1%	-5%	.	-2%	.	-2%	1%
CCN(CC(=O)Nc1ccc(NC(C)=O)cc1)C(=O)CSC(=S)N1CCCC1	-10	-4%	.	-0.4%	-6%	.	.	3%	.	-4%	-2%
Cc1cc(O)c(Sc2ncn[nH]2)cc1NS(=O)(=O)c1ccc(Cl)cc1	11	-4%	.	2.9%	33%	.	.	6%	.	-2%	-8%
Cn1cc(S(=O)(=O)Nc2ccc(Br)cc2F)c(=O)n(C)c1=O	-2	-5%	0%[11.7 µM]	0.2%	7%	4%	1%	-2%	0	-1%	0%
Cn1cc(Br)c(C(=O)N/N=C/c2cccc(OC3CSC3)c2)n1	8	-2%	2%	-0.5%	11%	.	-3%	-2%	-22	-3%	?
CCOc1cc(NC(=S)Nc2ccccc2)c(OCC)cc1NC(=O)c1ccccc1	17	-9%	.	-0.1%	-11%	-1%	0%	-1%	-2	0%	17%
CCOc1ccccc1N1CCN(S(=O)(=O)c2cc(C)ccc2OC)CC1	2	0%	6%	-0.7%	2%	1%	-10%	-2%	0	0%	-1%
COC(=O)c1cc2c(C)[nH]c(C)c2cc(C(=O)OC)c1=O	10	0%	-2%	-1.5%	-8%	4%	2%	-2%	-20	10%	-6%
(continued)
SMILES	Giardia killer	PTAP TSG101 blk	Menin-MLL TR inh	B2AR arrestin	a7 integrin act	GALK inh	PKM2 act	S-ASM inh	FBPA coupling cs	Tb PFK inh	BCR signal inh
Nc1c(N(Cc2ccco2)C(=O)COc2ccccc2)c(=O)[nH]c(=O)n1Cc1ccccc1	-2	-1%	.	-0.2%	-12%	.	.	1%	.	4%	-5%
NC(=O)c1ccc(SCC(=O)OCC(=O)NCc2ccco2)c([N+](=O)[O-])c1	12	-1%	.	0.0%	3%	.	.	4%	.	14%	0%
CC(C)C(=O)NNC(=O)CSc1nnc(-c2ccccc2)c(-c2ccccc2)n1	-2	0%	-10%	-0.2%	?	4%	-11%	-2%	3	-2%	?
CCN(Cc1ccccc1)C(c1cc2cc(C)ccc2[nH]c1=O)c1nnnn1CCOC (stereo not given)	2	-4%	0%	0.3%	2%	4%	5%	0%	-1	2%	0%
CC(=O)OC(C(=O)Nc1nccs1)c1ccccc1 (stereo not given)	-4	0%	-2%	-1.0%	?	-1%	0%[11.5 µM]	0%	-1	2%	5%
Cc1cc(SCc2c(F)cccc2Cl)nc(=O)[nH]1	28	-6%	.	0.2%	4%	0%	.	-1%	.	2%	14%
Cc1ccccc1N1CC(c2nc3ccccc3[nH]2)CC1=O (stereo not given)	7	-4%	21%	0.1%	-3%[7.66 µM]	-2%	-4%	1%	-2	-8%	?
COC1=C(OC)C(=O)C(CCCCCCCCCCO)=C(C)C1=O	.	.	9%&-16%	-0.6%	.	-2%	1%	.	-65*	2%	?
Cc1ccc(NC(=O)NCCN2C(=O)C3C4C=CC(C4)C3C2=O)cc1 (stereo not given)	10	0%	-16%	0.2%	7%	2%	-7%	-1%	-3	-2%	7%
CN(C)c1nc(N)nc(N(c2ccccc2)c2ccccc2)n1	4	-5%	4%	-0.6%	24%	-1%	0%	-3%	2	6%	?
O=C(Cn1c(O)c(N=NC(=O)c2ccncc2)c2ccccc21)Nc1ccccc1	2	2%	.	-0.5%	16%	-1%	1%	4%	3	0%	1%
NC1=NC2(CCCC2)n2c(nc3ccccc32)N1	-17	-6%	5%	0.0%	-23%	-2%	-3%	-2%	-1	1%	0%
O=C(Nc1cccc(NC(=O)c2ccco2)c1)c1ccc2c(c1)OCCO2	2	-2%	19%	-0.8%	21%	10%	-5%	0%	1	-1%	?
CCOC(=O)N1CCC(NC(=O)c2cc3sccc3n2CC)CC1	39[activator]	-11%	11%	0.1%	0%	1%	24%	5%	1	-4%	?
Cc1csc(NC(=O)CSc2nnc(Cc3cccn3C)n2-c2ccc(F)cc2)n1	5	-2%	-10%	-0.3%	2%	0%	-1%	5%	2	-5%	?
CCN(CCNC(=O)C1CCN(S(=O)(=O)c2c(C)noc2C)CC1)c1ccccc1	-13	-3%	0%	-0.3%	22%	-3%	5%	1%	3	3%	1%
COc1cc(NC(=O)c2ccco2)ccc1NC(=O)c1ccccc1Cl	3	-13%	4%	0.0%	17%	-1%	9%	1%	1	-6%	21%
COc1cc(/C=C2/C(=N)N3N=C(CC(=O)N4CCOCC4)SC3=NC2=O)ccc1OCc1ccccc1F	-22	1%	.	-0.2%	2%	1%	.	-1%	.	-30%	-2%
COc1ccc(CN2C(=O)c3cccnc3C2=O)cc1S(=O)(=O)N(C)c1cccc(C)c1	22	-9%	-6%	-0.2%	-19%	0%	.	-1%	-1	-1%	-8%
CCCOc1ccccc1N1C(=O)CC(N(O)c2ccccc2)C1=O (stereo not given)	-8	0%	4%	0.0%	3%	3%	-14%	-1%	-3	0%	-12%
COC(=O)C(C#N)c1nc2ccccc2nc1N1CCN(Cc2ccc3c(c2)OCO3)CC1 (stereo not given)	.	.	-15%	-0.4%	.	-2%	1%	.	2	5%	4%
CSC(=N/N=C(\N)c1cnccn1)SC	0	-3%	0%	3.0%	11%	1%	-6%	2%	1	-1%	0%
CC(C)(C)OC(=O)N1CCC(C(N)=O)CC1	4	-1%	16%	-0.5%	24%	0%	1%	5%	-2	2%	0%
c1ccc(-c2nccc(-c3ccco3)n2)nc1	-3	-10%	-11%	12%	8%	0%	2%	0%	-1	-2%	5%
Cc1cc(SCCC(=O)O)nc2c(C)cccc12	5	1%	11%	-0.9%	2%	1%	-3%	3%	17	0%	5%
